# S100A4 MyoIIA = S100A4-myosin IIA interaction inhibition; AID 652163; inhibition, % at 10.7 µM; hit rate 0.14% among 360,000; P26447; S100A4/TAMRA-MyoIIA peptide fluorescence polarization;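 active = mean inhibition of at least 70% across replicates, with every replicate also reaching that level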
# Target sequence (P26447 whole entry, looked up): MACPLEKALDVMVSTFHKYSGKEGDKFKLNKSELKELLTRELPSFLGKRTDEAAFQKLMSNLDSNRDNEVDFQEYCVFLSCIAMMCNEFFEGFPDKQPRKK
#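 assay system = human S100A4 monomer with TAMRA-labelled myosin IIA peptide | also added = labelled myosin peptide probe, 5 nM | incubation = 5 min between mix addition and reading | control set = DMSO and TFP controls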
# Cneo AK release = Cryptococcus neoformans lysis via adenylate kinase release; C. neoformans lysis, adenylate kinase release luminescence, 4 h; normalised: neutral wells 0, clomiphene wells 100; AID 651654; lysis activity, % at 15 µM; hit rate 0.2% among 360,000;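 active = mean lysis activity across replicates of at least 80%, whatever share of replicates individually reach that level; inactive = mean lysis activity below 80%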
#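 Signal: Adenylate kinase release luminescence | Assay system: Log-phase Cryptococcus neoformans yeast cells | Input: Cells at 5 × 10^6 per mL | Buffer or medium: Fresh YPD growth medium | Compound: Single dose | Schedule: Static 4 h at 37 °C with compound, 1 h detection | Controls: Clomiphene | Read-out: Luminescence rise reflecting yeast cell lysis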
# ERAP1 inh = blocks human ERAP1 aminopeptidase activity; inhibition, % at 10.7 µM; hit rate 0.15% among 340,000; recombinant ERAP1, Leu-AMC fluorescence, 60 min; Q9NZ08;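 active = mean replicate inhibition of at least 30%, or all replicates individually reaching that 30% level; inactive = mean below 30% and not every replicate reaching it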;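 also: 0% = neutral control wells and 100% = L-leucinethiol positive control wells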
# Target sequence (Q9NZ08 whole entry, looked up): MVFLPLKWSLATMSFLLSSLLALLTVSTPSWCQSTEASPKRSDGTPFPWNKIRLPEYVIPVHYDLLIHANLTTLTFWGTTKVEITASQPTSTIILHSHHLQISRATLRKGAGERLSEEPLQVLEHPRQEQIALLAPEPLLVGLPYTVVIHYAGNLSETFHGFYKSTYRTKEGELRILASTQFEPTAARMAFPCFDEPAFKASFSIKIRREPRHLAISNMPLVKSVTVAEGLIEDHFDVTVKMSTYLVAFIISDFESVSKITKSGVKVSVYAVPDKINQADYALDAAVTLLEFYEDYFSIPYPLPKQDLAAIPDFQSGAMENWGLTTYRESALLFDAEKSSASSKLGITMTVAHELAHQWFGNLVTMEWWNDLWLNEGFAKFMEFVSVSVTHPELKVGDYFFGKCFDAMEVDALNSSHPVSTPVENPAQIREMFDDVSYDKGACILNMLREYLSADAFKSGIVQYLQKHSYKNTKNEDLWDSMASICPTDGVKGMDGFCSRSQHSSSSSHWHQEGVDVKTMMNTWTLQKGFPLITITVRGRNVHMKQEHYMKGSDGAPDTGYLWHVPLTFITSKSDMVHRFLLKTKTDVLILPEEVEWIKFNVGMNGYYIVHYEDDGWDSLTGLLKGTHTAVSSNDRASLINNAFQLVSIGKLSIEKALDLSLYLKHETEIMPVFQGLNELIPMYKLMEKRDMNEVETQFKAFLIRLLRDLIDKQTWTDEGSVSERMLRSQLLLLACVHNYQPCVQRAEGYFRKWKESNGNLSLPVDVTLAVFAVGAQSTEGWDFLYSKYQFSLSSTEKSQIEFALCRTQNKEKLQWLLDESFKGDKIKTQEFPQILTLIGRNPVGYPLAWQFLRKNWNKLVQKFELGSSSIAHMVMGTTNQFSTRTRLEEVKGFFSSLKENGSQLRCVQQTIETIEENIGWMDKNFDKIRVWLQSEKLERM
# PGC1a acetyl inh = lowers PGC1a acetylation signal in U2OS cells | inhibition, % at 15.6 µM | hit rate 0.17% among 350,000 | AlphaScreen anti-acetyl-lysine; with virally co-expressed GCN5 acetyltransferase;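 active = every replicate shows inhibition of at least 40%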;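 also: 0% = neutral control wells and 100% = positive control wells; some results beyond the cut were filed as inactive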
# LGR2 antag = blocks bursicon-induced cAMP signaling via Drosophila LGR2. HEK293 LGR2, CRE-luciferase, bursicon-stimulated, 4 h. inhibition, % at 9.99 µM. hit rate 0.35% among 380,000. AID 720647;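 active = drop in luminescence signal, shown as inhibition above about 50% in the replicate tests, limit read from the data, passing the limit was not always enough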;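 also: agonist challenge used bursicon conditioned medium at about half maximal strength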
# SIRT5 inh = blocks human SIRT5 desuccinylation of peptide; Purified SirT5, succinyl-peptide AMC, trypsin-coupled fluorescence; inhibition, % at 15 µM; hit rate 1.1% among 330,000; Q9NXA8; AID 652115; in the data active = inhibition above about 15%
# C2C12 statin = suppression of simvastatin myotoxicity; C2C12 myotubes + simvastatin, ATP luminescence, 48 h; scaled: DMSO 0, geranylgeraniol control 100; rescue of ATP level, % at 7.49 µM; hit rate 0.78% among 330,000; AID 602340;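 active = mean ATP rescue above about 67%, or every replicate alone reaching that limit, limit read from the data, passing the limit was not always enough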;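 also: myotubes were challenged with 10 µM simvastatin during compound exposure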
# Xi reactivation = reactivates the inactive X chromosome in mouse fibroblasts. XiGFP mouse fibroblasts, % GFP-positive cells imaging, 3 d; cells co-treated with 5-aza-dC sensitizer; scaled so ellipticine positive control = 100%. hit rate 0.055% among 360,000. activation, % at 7.58 µM;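 active = mean normalized replicate activation at least 10% and every replicate at or above 10%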;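 also: 0% = median of on-plate neutral control wells and 100% = ellipticine 6 µM median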
#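 Material: XiGFP fibroblasts, SV40-immortalized. Buffer or medium: DMEM plus 5-aza-dC sensitizer. Compound: single concentration per compound, delivered by pin transfer. Times: 3 days compound exposure. Controls: ellipticine 6 µM.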
# Starred values were filed as active, the others as inactive; nt = not tested or not shown; & = joins results of further samples.
SMILES,S100A4 MyoIIA,Cneo AK release,ERAP1 inh,PGC1a acetyl inh,LGR2 antag,SIRT5 inh,C2C12 statin,Xi reactivation
CCN1C(=O)[C@H]2[C@@H](c3ccc(C)cc3)N3C(=O)N(c4ccc(OC)cc4)C(=O)[C@@]3(CC)[C@H]2C1=O,nt,3,nt,9,-9,nt,5,0.1
COc1ccccc1NC(=O)CSc1nncs1,-7,0,-4,-10,3,-4,8,0.5
COCC(=O)N1[C@H](C#N)[C@@H](c2ccccc2C2=CCCC2)[C@@H]1CO,10,nt,2,-20,-8,5,nt,0.0
CC(O)(c1cccc(F)c1)c1nc(-c2ccccc2)cs1 (stereo not drawn),1,-1,1,-29,15,-1,2,0.2
Cc1c(C(=O)OCC(=O)NC(C)c2ccccc2)oc2ccccc12 (stereo not drawn),-4,-3,1,-4,-20,-3,4,0.1
O=C(Nc1ccccc1-c1nc2ccccc2[nH]1)c1ccc(N2C(=O)CCC2=O)cc1,-4,nt,-2,-14,24,5,nt,0.1
CCCCC[C@H]1CN(CCc2ccccc2)C(=O)[C@@H]1CC(=O)NCc1ccc(OC)cc1,2,0,4,-3,18,nt,22,0.0
CN1C(=O)c2ccc(Oc3ccccc3)cc2C1=O,-4,-1,-2,-3,-3,1,-3,-0.1
C[C@H]1CN([C@@H](C)CO)C(=O)c2ccccc2-c2ccccc2CO[C@@H]1CN(C)S(=O)(=O)c1ccc(C#N)cc1,7,-3,2,9,-3,-3,-19,0.0
COc1ccccc1NS(=O)(=O)c1cccc(C(=O)NNC(=O)c2ccc(=O)[nH]c2)c1,-4,1,-1,3,4,4,35,0.8
COc1ccc(S(=O)(=O)Nc2ccc3c(c2)C(=O)N([C@@H](C)CO)C[C@@H](C)[C@@H](CN(C)C(=O)Nc2ccccc2)OCCCC[C@@H](C)O3)cc1,nt,3,nt,-10,12,nt,nt,0.0
CCn1cc(C(=O)Nc2ccc(OC)c(S(=O)(=O)N3CCCCC3)c2)c(=O)c2ccc(C)nc21,0,nt,0,nt,9,nt,nt,-0.1
COc1ccc(S(=O)(=O)Nc2cccc3c2O[C@@H](CN(C)C(=O)NC2CCCCC2)[C@H](C)CN([C@H](C)CO)C3=O)cc1,-1,7,1,-6,-4,3,1,0.0
C/C(CC(=O)Nc1cccc(C(F)(F)F)c1)=N/NC(=O)C(=O)NCCO,-3,1,11,-3,-7,-1,nt,-0.1
CC(C)Cn1c(=O)[nH]c2ccccc21,nt,0,nt,0,-12,nt,5,nt
S=c1[nH]nc(-c2ccccc2Cl)n1Cc1ccccc1,-5,-2,-4,-1,0,-6,2,0.0
COc1ccc(-c2nn(-c3ccccc3)cc2C(=O)O)cc1N,-26,1,2,3,21,8,0,0.2
COc1ccc(CNCC(=O)Nc2sccc2C#N)cc1,0,nt,0,nt,-38,7,nt,0.1
Cc1c2c(nc3c(C)cccc13)OC(C)C2 (stereo not drawn),-5,-1,nt,4,-1,nt,-2,nt
COC(=O)CCC(=O)OC1(C)C(=O)C2=CN(Cc3ccccc3)C(c3ccc(OC)cc3)=CC2=C(Br)C1=O (stereo not drawn),-9,-3,5,nt,-23,-3,12,0.2
CO[C@H]1CN(C)C(=O)c2ccc(NC(=O)c3cccc(F)c3)cc2OC[C@H](C)N(CC2CC2)C[C@H]1C,11,-1,-3,-4,7,4,-3,-0.4
Cc1cn([C@H](C(=O)NCCCCCCCCCCC(=O)N2CCNCC2)[C@@H](C)O)nn1,-5,2,3,6,-5,-7,6,0.1
CO[C@@H]1CN(C)C(=O)c2ccc(NS(=O)(=O)c3ccc(C)cc3)cc2OC[C@@H](C)N(Cc2nccs2)C[C@H]1C,1,-12,1,1,-36,0,-3,0.0
Nc1ccc(S(=O)(=O)NC2=NCCCCC2)cc1N,-1,2,0,-9,27,1,3,0.1
Cc1cc(N(C)C)ccc1[N+](=O)[O-],2,nt,2,nt,-3,-2,nt,0.0

# Reprinted at random: two compounds from above
SMILES,S100A4 MyoIIA,Cneo AK release,ERAP1 inh,PGC1a acetyl inh,LGR2 antag,SIRT5 inh,C2C12 statin,Xi reactivation
COc1ccc(-c2nn(-c3ccccc3)cc2C(=O)O)cc1N,-26,1,2,3,21,8,0,0.2
Nc1ccc(S(=O)(=O)NC2=NCCCCC2)cc1N,-1,2,0,-9,27,1,3,0.1

# The results go on:
SMILES,S100A4 MyoIIA,Cneo AK release,ERAP1 inh,PGC1a acetyl inh,LGR2 antag,SIRT5 inh,C2C12 statin,Xi reactivation
COc1ccc(CNC(=O)C2CCN(S(=O)(=O)c3ccc(Br)s3)CC2)cc1,0,0,2,17,-9,-2,-1,0.6
COCCN(C(=O)CSc1nc(-c2ccccc2)cn1N)c1c(N)n(Cc2ccccc2)c(=O)[nH]c1=O,-2,nt,4,nt,9,1,nt,0.0
O=C(N[C@@H]1CC[C@H](CCn2cc(Cc3ccccc3)nn2)O[C@H]1CO)c1ccccn1,3,-7,3,-12,0,1,5,-0.1
Cc1[nH]c(C)c(S(=O)(=O)NCc2ccccc2Cl)c1C(=O)N1CCCC1,1,3,0,2,0,-6,14,0.1
CC(=O)N=c1n(C)c2ccccc2n1CCOc1ccccc1,2,nt,8,nt,-7,1,nt,-0.4
CO[C@@H]1CN(C)C(=O)c2cc(NC(=O)c3cnccn3)ccc2OC[C@H](C)N(C(=O)C2CC2)C[C@@H]1C,16,-1,-2,4,3,0,-8,0.1
COc1ccc([C@H]2N[C@]3(CCCN(Cc4ccco4)C3=O)[C@H]3C(=O)N(C)C(=O)[C@@H]23)cc1,3,0,-1,13,4,4,8,-0.1
CC(C)CC1OC(C)Cc2[nH][nH]c(=O)c21 (stereo not drawn),-6,nt,-6,nt,-19,nt,nt,0.2
COCCCN(CC(=O)Nc1ccc(N2CCOCC2)cc1)S(=O)(=O)c1ccccc1,0,-2,2,0,2,1,-1,0.0
COc1cc(C2Nc3ccccc3NC3=C2C(=O)CC(c2ccc(OC)c(OC)c2)C3)ccc1O (stereo not drawn),-16,-4,nt,-12,-17,-2,10,-0.1
O=C(C[C@H]1CC[C@H]2[C@@H](COC[C@@H](O)CN2C(=O)Nc2ccc(F)cc2)O1)NC1Cc2ccccc2C1,15,50,-1,8,-5,5,-11,0.1
COc1ccc(C(=O)COC(=O)/C=C/c2ccccc2[N+](=O)[O-])cc1,1,1,2,-3,-21,nt,-1,0.0
Cc1cc(C)cc(OCCn2ccnc2)c1,-2,0,-2,14,4,nt,3,0.2
Cc1ccc(S(=O)(=O)N(C)C[C@H]2OCCCC[C@H](C)Oc3ccc(NC(=O)CCCN(C)C)cc3C(=O)N([C@H](C)CO)C[C@H]2C)cc1,2,-5,-1,-1,7,-4,nt,0.4
COc1cccc(CN(C)C(=S)Nc2ccc(C)c(C)c2)c1,-27,nt,-4,1,0,-1,0,0.0
CC(=O)N/C(=N/c1nc(C)cc(C)n1)Nc1cccc(C)c1C,-3,1,-1,5,0,0,-9,0.1
COc1ccc(CCC(C)NC(=O)CCc2ccccc2)c(OC)c1 (stereo not drawn),3,0,4,-15,-5,-5,4,0.3
CN=C1c2cc3cc(OC)ccc3n2CCN1C,14,-3,nt,-7,nt,nt,0,nt
COCC(=O)N1CC2(C1)[C@@H](c1ccccc1)[C@@H](CO)N2C(=O)c1ccccc1,0,nt,0,nt,6,-2,nt,0.0
COc1ccc(/C(N)=N/OC(=O)CN(C)S(=O)(=O)c2ccc(C)cc2)cc1,0,nt,0,nt,9,-9,nt,0.4
Cc1nc(-c2ccncc2)nc(NCCNc2ccc(C(F)(F)F)cn2)c1Cl,3,nt,3,nt,-2,-2,nt,1.3
CCOc1ccccc1OCC(=O)OCC(=O)c1c(N)n(CC(C)C)c(=O)n(C)c1=O,-4,0,-7,1,0,-4,2,0.0
Cc1ccc(Cc2c(-c3cccc(Cl)c3)nc3c(C)cc(Br)cn23)cc1,-21,-1,2,12,7,-4,24,0.0
C[C@@H]1CN([C@@H](C)CO)S(=O)(=O)c2ccc(-c3ccncc3)cc2O[C@@H]1CN(C)C,5,-7,5,13,11,3,-2,-0.8
C[C@@H]1CN([C@@H](C)CO)C(=O)c2cc(NC(=O)C3CCCCC3)ccc2O[C@H]1CN(C)C(=O)Nc1ccc(F)cc1,-6,0,2,nt,-20,11,-4,-1.4

# 3 neighbouring records already listed, for reference:
SMILES,S100A4 MyoIIA,Cneo AK release,ERAP1 inh,PGC1a acetyl inh,LGR2 antag,SIRT5 inh,C2C12 statin,Xi reactivation
Cc1ccc(Cc2c(-c3cccc(Cl)c3)nc3c(C)cc(Br)cn23)cc1,-21,-1,2,12,7,-4,24,0.0
C[C@@H]1CN([C@@H](C)CO)S(=O)(=O)c2ccc(-c3ccncc3)cc2O[C@@H]1CN(C)C,5,-7,5,13,11,3,-2,-0.8
C[C@@H]1CN([C@@H](C)CO)C(=O)c2cc(NC(=O)C3CCCCC3)ccc2O[C@H]1CN(C)C(=O)Nc1ccc(F)cc1,-6,0,2,nt,-20,11,-4,-1.4

# Further compounds follow.
SMILES,S100A4 MyoIIA,Cneo AK release,ERAP1 inh,PGC1a acetyl inh,LGR2 antag,SIRT5 inh,C2C12 statin,Xi reactivation
CNC(=S)/N=C(\Nc1ccc(C)cc1)c1ccccc1,-2,3,0,3,-18,-3,nt,0.0
COCCS(=O)(=O)N(Cc1ccc(Br)cc1)[C@@H](C)C(=O)OC,-4,-1,nt,-5,25,-6,10,0.0
COc1ccc(C[C@H]2CN3C(=NC[C@@H]3Cc3ccc(O)cc3)N2C[C@H](C)NC(=O)CCC2CCCCC2)cc1,7,1,-2,-3,17,31*,-26,0.2
COc1ccc(S(=O)(=O)N2CCCC(C(=O)NCc3cccnc3)C2)cc1OC (stereo not drawn),-2,-2,0,3,-2,-2,10,4.6
Cc1cc(C)cc(N2C(=O)CC(Sc3ncn[nH]3)C2=O)c1 (stereo not drawn),-17,nt,1,nt,-28,-2,nt,0.0
Cc1ccc(-c2nc(CN(C)C3CCOC3)c(C)o2)s1 (stereo not drawn),-4,nt,2,-3,-6,-6,nt,-0.2
Cn1c(=O)c2c(SCC(N)=O)nc(CC(C)(C)C)nc2n(C)c1=O,2,0,-2,-9,nt,-1,-1,-0.2
Cc1ccccc1Cn1c(=O)[nH]c2ccccc21,1,-1,2,-3,-11,0,12,-0.1
CC(CN1CCCCC1)OC(=O)c1cccc(F)c1 (stereo not drawn),1,3,-3,7,-9,-2,0,0.0
CN(C(=O)CN1C(=O)/C(=C/c2ccc(Cl)cc2)SC1=S)C1CCS(=O)(=O)C1 (stereo not drawn),4,-1,7,-14,-4,-3,-4,0.0
C[C@@H]1CN([C@@H](C)CO)C(=O)c2cccc(NC(=O)Nc3ccccc3)c2O[C@H]1CN(C)Cc1ccc(Cl)c(Cl)c1,3,0,3,10,-2,-1,-23,-1.2
C[C@H]1CCCCO[C@@H](CN(C)Cc2ccncc2)[C@@H](C)CN([C@@H](C)CO)C(=O)c2cc(NC(=O)Nc3cccc4ccccc34)ccc2O1,1,1,-1,30,25,2,nt,0.0
CC1(C(=O)Nc2ccc3c(c2)OCCO3)CN(S(C)(=O)=O)CC(=O)N1CC(F)(F)F (stereo not drawn),-1,nt,-3,nt,14,-4,nt,0.4
COc1ccc(NC(=O)N(C)C[C@H]2Oc3ccc(NC(=O)C4CC4)cc3C(=O)N([C@H](C)CO)C[C@@H]2C)cc1,-31&-3,-1&14,-5&-3,-13&10,-7&2,0&1,16&5,0.1&0.1
Cc1nc(N2CCCCC2C)c2c(C)c(C(=O)Nc3cccc(C(F)(F)F)c3)sc2n1 (stereo not drawn),5,nt,-3,nt,18,-5,nt,0.3

# Source: PubChem BioAssay

# Not all compounds are listed, so the mix of outcomes need not match the whole.
